CRFBP-R2 block: CRF-BP/CRF-R2 complex antagonism. hit rate 0.59% among 350,000. HEK293 CRF-R2/CRF-BP, CRF-induced calcium fluorescence. AID 588475. inhibition, % at 11.8 µM;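 active = inhibition of the ligand-induced calcium signal above about 50% at the single tested concentration, limit read from the data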
M5 ag: agonists of human muscarinic M5 receptor (CHRM5); P08912; CHO-K1 hM5 cells, Fluo-8 calcium fluorescence; 0% DMSO wells, 100% maximal acetylcholine response; activation, % at 3 µM; hit rate 0.19% among 360,000;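 active = activation above the run's mean over test compounds plus 3 SD, cut at about 23% in these data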;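 also: signal is peak over basal fluorescence ratio across the kinetic read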
CHRM5 antagonist: CHRM5 antagonism in calcium assay. P08912. CHO-hM5 cells, Fluo-8 calcium fluorescence, ACh EC80. inhibition, % at 3 µM. hit rate 0.59% among 360,000;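 active = inhibition above a per-plate cutoff, the mean of that plate's test compounds plus 3 SD, cut at about 27% in these data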;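 also: 0% = acetylcholine EC80 with DMSO and 100% = DMSO without agonist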
M1 PAM: potentiates human M1 receptor response to acetylcholine. P11229. CHO-K1 hM1, Fluo-8 calcium fluorescence, ACh EC20; 0% = ACh EC20, 100% = maximal ACh. activation, % at 3 µM. hit rate 0.088% among 360,000. AID 588819; in the data active = activation above about 19%, passing the limit was not always enough
Target sequence (P11229 whole entry, looked up): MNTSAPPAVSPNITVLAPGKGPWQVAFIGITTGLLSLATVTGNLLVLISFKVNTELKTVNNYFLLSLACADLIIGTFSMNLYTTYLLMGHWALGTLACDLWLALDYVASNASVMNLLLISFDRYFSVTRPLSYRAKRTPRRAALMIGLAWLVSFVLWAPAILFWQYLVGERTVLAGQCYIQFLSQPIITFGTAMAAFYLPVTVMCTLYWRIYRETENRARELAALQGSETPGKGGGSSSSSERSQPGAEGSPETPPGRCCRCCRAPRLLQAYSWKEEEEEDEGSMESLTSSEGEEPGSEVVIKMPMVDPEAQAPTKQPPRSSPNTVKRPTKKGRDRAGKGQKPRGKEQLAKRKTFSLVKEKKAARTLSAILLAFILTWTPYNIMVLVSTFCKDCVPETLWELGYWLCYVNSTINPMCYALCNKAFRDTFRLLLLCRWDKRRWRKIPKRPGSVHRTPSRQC
M5 PAM: CHRM5 positive allosteric modulation; P08912; CHO-K1 hM5, Fluo-8 calcium, ACh EC20 PAM; 0% = ACh EC20, 100% = ACh EC100; activation, % at 3 µM; hit rate 0.3% among 360,000; AID 624038;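 active = activation above the run cutoff, the mean activation of all test compounds plus 3 SD, cut at about 18% in these data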
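System – CHO-K1 hM5 cells · Compound – 3 µM, single dose · Incubation – compound preincubation 140 s before EC20 acetylcholine addition · Technique – Fluo-8 calcium fluorescence · Measure – Max/basal fluorescence ratio as % of EC20–EC100 ACh window · Benchmarks – low control EC20 acetylcholine (0%), high control EC100 acetylcholine (100%) · Replication – singlicate, one well per test compound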
CRFBP-R2 agonist: CRF-BP/CRF-R2 complex agonism | HEK293 CRF-R2/CRF-BP, calcium dye fluorescence (FLIPR); percent of saturating CRF peptide response | activation, % at 13.2 µM | hit rate 0.46% among 350,000 | AID 588473;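 active = activation of at least 50%, plus an integration ratio under a set limit after plate pattern correction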;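 also: plate controls were neutral control wells without compound for no effect and CRF at EC100 for full effect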
CHRM4 agonist: CHRM4 agonism in calcium assay; activation, % at 3 µM; hit rate 0.14% among 360,000; CHO-K1 hM4/Gqi5, Fluo-8 calcium fluorescence; vehicle 0%, full acetylcholine response 100%; AID 624127;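 active = activation above the run mean over all test wells plus 3 SD, cut at about 32% in these data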;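 also: peak over basal fluorescence ratio per well then scaled between controls; 0% = DMSO wells and 100% = acetylcholine at EC100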
Target sequence (P08173 whole entry, looked up): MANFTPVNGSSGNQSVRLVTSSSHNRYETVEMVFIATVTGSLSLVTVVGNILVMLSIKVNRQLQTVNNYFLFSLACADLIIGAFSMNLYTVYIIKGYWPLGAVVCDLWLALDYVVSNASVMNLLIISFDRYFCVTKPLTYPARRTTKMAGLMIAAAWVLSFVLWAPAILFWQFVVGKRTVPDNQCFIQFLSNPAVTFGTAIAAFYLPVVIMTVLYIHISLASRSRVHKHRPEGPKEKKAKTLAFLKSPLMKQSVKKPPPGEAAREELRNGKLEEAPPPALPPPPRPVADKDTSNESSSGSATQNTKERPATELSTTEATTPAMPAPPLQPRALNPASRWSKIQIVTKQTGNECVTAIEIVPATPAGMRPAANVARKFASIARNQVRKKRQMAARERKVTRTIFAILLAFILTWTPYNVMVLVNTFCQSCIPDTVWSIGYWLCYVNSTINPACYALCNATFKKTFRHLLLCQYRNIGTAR
M4 antag: antagonists of human muscarinic M4 receptor (CHRM4); P08173; CHO-hM4 cells, ACh EC80, Fluo-8 calcium fluorescence; inhibition, % at 3 µM; hit rate 0.73% among 360,000;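 active = inhibition above its plate's cutoff, the mean inhibition of sample wells plus 3 SD, cut at about 27% in these data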;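 also: 0% = acetylcholine EC80 with DMSO and 100% = DMSO without agonist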
M4 PAM: positive allosteric modulators of human muscarinic M4 receptor; P08173; CHO-K1 hM4/Gqi5, Fluo-8 calcium fluorescence, ACh EC20; 0% = ACh EC20, 100% = maximal ACh; activation, % at 3 µM; hit rate 0.4% among 360,000; AID 624126;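 active = activation above its plate's cutoff, the mean activation of sample wells plus 3 SD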; also: some results filed as inactive read as strong as hits
Active calls of the source: *; x = no result given.

The opening 6 compounds (preview)
SMILES	CRFBP-R2 block	M5 ag	CHRM5 antagonist	M1 PAM	M5 PAM	CRFBP-R2 agonist	CHRM4 agonist	M4 antag	M4 PAM
CC1CCN(C(=O)Cn2c(=O)n(Cc3ccco3)c(=O)c3sccc32)CC1	15	-4	5	13	10	-0.8	-1	6	0
O=C(c1cccc(F)c1)N1CCN(c2ccc([N+](=O)[O-])c3cccnc23)CC1	-28	-4	13	-5	-4	-5.5	6	-5	-6
CCN(CC)c1nc(-c2ccc(Cl)cc2)cc(C(F)(F)F)c1C#N	-21	1	-3	0	2	15	1	3	14
COc1ccc(C(=O)CCC(=O)Nc2cccnc2)cc1OC	7	2	1	9	5	0.5	1	-7	5
COC(=O)Cn1cnc2c(nnn2-c2ccc(F)cc2)c1=O	-6	1	-5	19	3	0.8	0	-20	8
COc1ccccc1CNC(=O)C(=O)NCC1OCCN1C(=O)c1ccc(Cl)cc1 (stereo unspecified)	7	1	6	8	8	-1.6	0	-3	12

All compounds of this part (from the top)
SMILES	CRFBP-R2 block	M5 ag	CHRM5 antagonist	M1 PAM	M5 PAM	CRFBP-R2 agonist	CHRM4 agonist	M4 antag	M4 PAM
CC1CCN(C(=O)Cn2c(=O)n(Cc3ccco3)c(=O)c3sccc32)CC1	15	-4	5	13	10	-0.8	-1	6	0
O=C(c1cccc(F)c1)N1CCN(c2ccc([N+](=O)[O-])c3cccnc23)CC1	-28	-4	13	-5	-4	-5.5	6	-5	-6
CCN(CC)c1nc(-c2ccc(Cl)cc2)cc(C(F)(F)F)c1C#N	-21	1	-3	0	2	15	1	3	14
COc1ccc(C(=O)CCC(=O)Nc2cccnc2)cc1OC	7	2	1	9	5	0.5	1	-7	5
COC(=O)Cn1cnc2c(nnn2-c2ccc(F)cc2)c1=O	-6	1	-5	19	3	0.8	0	-20	8
COc1ccccc1CNC(=O)C(=O)NCC1OCCN1C(=O)c1ccc(Cl)cc1 (stereo unspecified)	7	1	6	8	8	-1.6	0	-3	12
Cn1c(=O)c2c(ncn2Cc2cccc(Cl)c2)n(C)c1=O	-2	10	4	-8	-5	0.4	11	-7	-4
O=C(Nc1cccc(C(=O)N2CCOCC2)c1)c1cccnc1	8	1	-6	4	-4	0.0	1	-3	0
Cc1nn(C(C)C)c(C)c1CN1CCN(Cc2ccsc2)C(CCO)C1 (stereo unspecified)	-2	-5	0	6	2	0.4	0	10	1
CC(C)(C)c1ccc(C(=O)NCCCNC(=O)c2ccccn2)cc1	-10	-1	8	9	1	0.7	0	-4	-6
O=C(Nc1ccc(F)cc1)c1cccc2c1C(=O)N(Cc1ccccn1)C2	13	-2	0	5	-1	0.8	3	7	-4
Cc1ccc(NC(=O)CN(C)C(=O)c2cc3c(s2)CCCCC3)cc1	-6	-5	8	1	12	-0.8	-1	-3	3
Cc1ccc(C(=O)N[C@H](C(=O)OCc2cc(=O)oc3cc(C)ccc23)C(C)C)cc1	15	-1	1	4	2	0.0	1	-5	1
CN(C(=S)NC1CCCCC1)C1(c2ccccc2Cl)CCCCC1=O (stereo unspecified)	-3	-2	-10	1	1	-1.0	-1	9	-9
Cc1ccc(C(=O)CC(c2cccs2)S(=O)(=O)c2ccc(C)cc2)cc1 (stereo unspecified)	15	-1	5	1	-1	2.4	0	5	-2
CC(C)NC(=O)C1CCN(C(=O)c2ccc(-c3ccccc3)cc2)CC1	1	-1	5	10	2	-1.5	0	-2	5
CC(C)CCNc1nc(N)c([N+](=O)[O-])c(NCCO)n1	-12	19	-14	20	19*	-2.1	1	-12	19
Cc1noc(C)c1CN(C(=S)NC1CC1)c1ccccc1	20	-2	2	-2	1	0.1	0	11	-7
CC1Cc2ccccc2N1C(=O)Cn1cc([N+](=O)[O-])cn1 (stereo unspecified)	-12	2	-4	4	7	-1.3	1	1	9
CCC(C)[C@H](NC(=O)NCc1ccco1)C(=O)O (stereo partly specified)	11	3	9	3	-3	0.2	0	6	4
Cc1ccc(S(=O)(=O)NC2c3cccc4cccc(c34)C2Sc2nncn2C)cc1 (stereo unspecified)	-16	2	-4	5	-2	-1.5	3	-2	-4
COc1ccc2c(=O)c(C(=O)O)c(-c3ccc4c(c3)OCO4)n(C)c2c1	-4	0	3	6	-1	-0.3	1	-2	2
COc1nnc(OC)c2ccccc12	11	-2	2	10	4	0.0	-1	6	-1
CC1CN(C(=O)c2ccc(NS(=O)(=O)c3ccc(F)c(F)c3)cc2)CC(C)O1 (stereo unspecified)	13	6	-2	-4	-5	1.9	2	-13	3
CCOC(=O)C1CCCN(CCC(=O)Nc2cc(C)ccc2C)C1 (stereo unspecified)	6	-9	11	-9	-2	-0.7	0	10	-12
Cc1cccn2c(=O)c3cc(C(=O)NCc4ccco4)c(=N)n(C4CCCCC4)c3nc12	54*	-5	3	-14	-1	3.3	3	0	-6
CCc1nc2ccc(C(=O)Nc3ccc(OC)c(OC)c3)cn2c1N(C)Cc1cccs1	x	8	2	-7	-6	x	14	-3	-1
O=C(COC(=O)C1C2CC3OC(=O)C1C3C2)Nc1cccc(Cl)c1 (stereo unspecified)	2	-1	3	1	4	0.5	1	-1	3
Fc1ccc(-n2c(-c3cccs3)nc3nc4ccccc4nc32)cc1	-6	1	0	3	0	1.7	0	12	-5
O=C(COc1ccc(F)cc1Cl)NC1CCCCCC1	-19	-2	9	10	-5	0.5	1	6	-2
O=C(NCCCN1CCCC1=O)C1CCCO1 (stereo unspecified)	9	-1	-7	11	11	2.7	0	-8	1
O=C1NC(Cc2c[nH]c3ccccc23)C(=O)N1Cc1ccc(CN2C(=O)NC(Cc3c[nH]c4ccccc34)C2=O)cc1 (stereo unspecified)	-10	-4	5	2	-1	5.7	2	5	-29
CC(NC(=O)c1cc2c(s1)CS(=O)(=O)C2)c1ccccc1 (stereo unspecified)	-3	-3	-13	5	-2	1.1	2	10	-2
Cc1ccc(S(=O)(=O)c2ccccc2)cc1S(=O)(=O)N1CCOCC1	-12	1	-2	10	2	0.7	0	13	0
CN1CCN(S(=O)(=O)c2cccc(C(=O)N(c3ccccn3)C3CCCCC3)c2)CC1	3	-3	-1	-4	3	-1.2	0	3	10
O=C(Nc1ncccn1)C1CCCCC1	-8	3	9	6	-3	0.7	3	-16	7
Cc1ccc(-n2c(SCC(=O)NC3CCCCC3)nc3c(c2=O)SCC3)cc1	4	0	1	5	-2	-0.7	0	-9	5
Cc1cccc(OCC(=O)OC2CCN(C)CC2)c1	-6	-12	-2	-13	-11	2.1	1	-5	1
OC(c1ccc(F)c(F)c1)c1nc(-c2cc(F)cc(F)c2)cs1 (stereo unspecified)	x	-1	8	7	-8	x	1	-22	7
NC(=O)C1(Nc2ccc(-c3ccc(Br)cc3)cc2)CCCC1	13	-6	-1	6	-6	-4.6	2	-18	9
CCO[C@H]1OC(C(=O)Nc2ccccc2)=C[C@@H](C2CC2)[C@@H]1CCCO	2	-4	7	7	3	-2.6	0	0	-2
COc1cccc(NC(=S)NCCN2CCOCC2)c1	1	-1	1	-2	0	2.5	0	-2	6
O=C(NNC(=O)c1ccccc1Cl)c1ccc2c(c1)OCCO2	-4	1	6	-2	-10	0.4	2	-11	13
O=C(c1cnn2c(C(F)(F)F)cc(-c3ccc4c(c3)OCO4)nc12)N1CCCC1	-12	0	-10	12	-2	-0.7	0	-12	24
COc1ccc(OC)c(NC(=O)c2cc(-c3c(C)cc(C)cc3O)n[nH]2)c1	21	-1	21	9	-5	-2.0	4	14	-2
COc1ccc(Cn2nnnc2C(c2cccs2)N2CCN(c3ccccc3)CC2)cc1 (stereo unspecified)	14	-1	7	-2	-8	-0.5	0	19	-8
CC(C)(C)NC(=O)CSc1nnc(C2CC2)n1-c1ccccc1	4	-2	2	6	1	-1.2	0	-9	-8
CC(=O)c1ccccc1OCC(O)CNC1CCCC1 (stereo unspecified)	-11	-4	2	3	4	0.9	1	-3	0
COc1cc(/C=C(\C#N)C(=O)NCC2CCCO2)c([N+](=O)[O-])cc1OC (stereo unspecified)	-9	-4	-1	3	-5	-0.4	0	-7	8
N=C(N)n1c(N)nc2ccccc2c1=O	-11	0	-12	19	13	4.0	1	-3	4
CCCOC(=O)CSc1nc(N)c(C#N)c(CC)c1C#N	-7	-1	0	0	2	-0.6	7	-19	24
COCCN(C(=O)CSc1nnc(-c2cccs2)n1N)c1c(N)n(Cc2ccccc2)c(=O)[nH]c1=O	11	-3	-1	6	3	-0.8	1	1	0
COc1ccc(-n2cc(-c3ccccc3)c3c(=O)[nH]cnc32)cc1	23	-1	2	7	-10	-0.2	0	10	5
O=C(COC(=O)CN1C(=O)C(=O)c2ccccc21)OCN1C(=O)c2ccccc2C1=O	0	1	-2	-4	2	0.0	3	1	4
COC(=O)COc1ccc(/C=N/NC(=O)c2ccc(N(Cc3ccccc3)S(C)(=O)=O)cc2)cc1	-6	2	0	-2	-2	16	3	-1	-13
CC1CCC2(CC1)NC(=O)N(CC(=O)Nc1ccc(C(N)=O)cc1)C2=O (stereo unspecified)	-3	3	6	6	8	3.2	1	-4	10
CCC(C)NC(=O)COCc1cc(-c2ccc3c(c2)OCO3)on1 (stereo unspecified)	11	0	-2	12	0	0.9	3	-6	5
Cc1cc(S(=O)(=O)Nc2c(C(=O)O)[nH]c3ccccc23)ccc1F	16	1	5	5	-4	-1.6	0	6	-4
